MITF TRPM1 HTS – MITF TRPM1 promoter activation in melanoma cells; SK-MEL-5 TRPM1-promoter luciferase, 24 h; % of positive control, neutral wells = 0; activation, % at 12.5 µM; 300,000 tested, 0.75% active; AID 588334;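 active = mean activation of at least 80% with every replicate also reaching 80%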;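 also: 0% = neutral control wells and 100% = parthenolide positive control wells; values of inactives mirror those of a sister screen read the other way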
Mot1-301 SUMO – inhibitors of SUMOylation pathway: yeast Mot1-301 growth rescue; S. cerevisiae Mot1-301 growth rescue, ATP luminescence, 38.5C; percent above DMSO median, 100 means doubled; growth rescue, % at 18.8 µM; 320,000 tested, 1% active; AID 2716;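 active = every valid replicate shows activation above 250% relative to neutral control wells; inactive = the rest, any valid replicate at or below 250%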;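 also: OY570 slx delta 5 strain wells were the positive control but not used for scaling; some compounds called inactive have numbers as strong as hits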
PKA-R2B activ – PKA-R2B complex activation. P22694+P31323. PKA-R2B holoenzyme dissociation, Cy5-IP20 fluorescence polarization; R2B truncated from residue 108, S112A mutant; 0% DMSO only, 100% 113 µM cGMP. activation, % at 11.4 µM. 340,000 tested, 0.079% active;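 active = activation above a cutoff set at the mean over all compounds plus 3 SD, cut at about 18% in these data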;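 also: higher means more holoenzyme dissociation and a rise in polarization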
Target sequence (P31323 whole entry, looked up, other chains not shown, the tested form may be a part): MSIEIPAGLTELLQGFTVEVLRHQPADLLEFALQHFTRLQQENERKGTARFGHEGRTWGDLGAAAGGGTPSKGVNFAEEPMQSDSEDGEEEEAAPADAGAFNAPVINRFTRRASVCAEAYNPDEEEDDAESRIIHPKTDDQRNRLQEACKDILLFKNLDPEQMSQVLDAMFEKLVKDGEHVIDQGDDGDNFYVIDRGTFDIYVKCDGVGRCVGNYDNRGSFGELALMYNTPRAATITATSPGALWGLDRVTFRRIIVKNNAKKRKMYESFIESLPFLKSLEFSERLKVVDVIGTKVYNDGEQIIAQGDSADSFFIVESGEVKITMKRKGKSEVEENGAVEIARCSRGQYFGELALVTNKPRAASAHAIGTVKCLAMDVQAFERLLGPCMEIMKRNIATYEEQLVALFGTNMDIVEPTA
NSD2 inh – blocks human histone methyltransferase NSD2; O96028; NSD2 peptide methylation, AlphaScreen, 120 min; inhibition, % at 12.5 µM; 310,000 tested, 0.54% active; AID 743445; in the data active = inhibition above about 50%
PKA-R1A act – activators of PKA-R1A complex | PKA-R1A dissociation, Cy5-IP20 fluorescence polarization; scaled: DMSO 0%, 113 µM cGMP 100% | activation, % at 11.4 µM | 340,000 tested, 0.083% active;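 active = percent activation above the mean of all tested compounds plus 3 SD, cut at about 19% in these data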;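 also: higher means more PKAc released from R1A so a rise in polarization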
Pemphigus Ab inh – inhibitors of pemphigus antibody binding to human desmoglein-3; P32926; DSG3-coupled beads, scFv-anti-DSG3-GFP binding, flow cytometry; active compounds read low; binding (percent of control), % at 10 µM; 310,000 tested, 0.48% active;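 active = binding more than 3 SD below its plate's average and above zero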;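 also: hits lower antibody fragment binding to DSG3; some compounds called inactive have numbers as strong as hits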
CDK5 inh – inhibitors of human CDK5/p35 kinase; Recombinant CDK5/p35, ADP-Glo luminescence, 60 min; inhibition, % at 10 µM; Q00535+Q15078; 330,000 tested, 0.01% active;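 active = highest replicate inhibition of at least 50% and at least 75% of replicates reaching 50%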;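 also: plate controls were DMSO neutral control for no effect and GW8510 at 10 µM for full effect; many of its hits are not listed in these tables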
SR-BI HDL uptake – blocks mouse SR-BI lipid uptake from DiI-HDL | AID 488896 | inhibition, % at 12.5 µM | 320,000 tested, 0.96% active | ldlA[mSR-BI] CHO cells, DiI-HDL uptake fluorescence, 3 h | Q61009;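 active = mean replicate inhibition of at least 70% and a set share of replicates each scoring 70 or more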;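 also: 0% = median of neutral control wells and 100% = median of positive control wells; values of inactives mirror those of a sister screen read the other way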
Arrestin-AP2 inh – blocks beta-arrestin peptide binding to AP2 adaptin; FITC-arrestin peptide / GST-AP2 beads, flow cytometry; AP2 beta2 appendage carries R879A mutation; inhibition, % at 10 µM; 340,000 tested, 0.31% active; AID 504490;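 active = inhibition above a set limit, near 3 SD of compounds lacking own fluorescence, cut at about 54% in these data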;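 also: plate controls were DMSO wells for no effect and 5 µM unlabelled arrestin peptide for full effect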
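Assay system: GST-AP2 R879A bound to glutathione beads, E. coli-expressed; Medium: PBS with 0.05% Tween 20 and 0.1% BSA; Also added: fluorescein-tagged arrestin peptide at 50 nM final; Timing: 12 min plus 1 h, RT; Measured by: flow cytometry, FL1 (488/535 nm); Evaluation: percent drop in bead-associated FITC signal.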
SR-BI DiI-HDL act – SR-BI HDL lipid transfer activation; CHO ldlA[mSR-BI] cells, DiI-HDL uptake fluorescence, 3 h; 100 = double the neutral-control signal; activation, % at 12.5 µM; 320,000 tested, 0.096% active; AID 504775;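 active = mean replicate activation of at least 60% and every replicate at or above 60%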;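 also: 0% = median plate neutral-control signal and 100% = twice that signal; values of inactives mirror those of a sister screen read the other way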
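Assay system: CHO ldlA[mSR-BI] cells, LDL receptor-null, SR-BI overexpressing; medium: Ham's F12 with 0.5% BSA, HEPES 25 mM, pH 7.4; also added: DiI-HDL 10 µg/mL; timing: 3 h uptake period with compound, 37 °C; signal: DiI fluorescence, bottom read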
dFosB activator – mouse delta FosB homodimer activation; 340,000 tested, 0.99% active; activation, % at 25 µM; AID 493131; purified delta FosB, TAMRA-CDK5 oligo fluorescence polarization; percent of positive-control signal above neutral wells;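 active = mean activation above about 17%, with every replicate also reaching it, limit read from the data, passing the limit was not always enough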;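 also: fluorescence polarization rise as delta FosB binds a TAMRA Cdk5 AP-1 oligo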
Target sequence (P13346 whole entry, looked up): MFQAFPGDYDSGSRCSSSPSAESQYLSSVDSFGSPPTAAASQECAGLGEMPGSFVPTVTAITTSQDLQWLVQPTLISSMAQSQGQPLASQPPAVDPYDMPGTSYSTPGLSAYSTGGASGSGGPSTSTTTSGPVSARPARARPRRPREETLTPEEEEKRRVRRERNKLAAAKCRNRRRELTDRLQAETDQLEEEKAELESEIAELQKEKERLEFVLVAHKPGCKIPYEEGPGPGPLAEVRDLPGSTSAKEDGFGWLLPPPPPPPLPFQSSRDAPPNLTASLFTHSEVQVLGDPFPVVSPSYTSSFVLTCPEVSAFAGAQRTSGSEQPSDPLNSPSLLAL
Active calls of the source: *; / = not tested or not shown.

SMILES | MITF TRPM1 HTS | Mot1-301 SUMO | PKA-R2B activ | NSD2 inh | PKA-R1A act | Pemphigus Ab inh | CDK5 inh | SR-BI HDL uptake | Arrestin-AP2 inh | SR-BI DiI-HDL act | dFosB activator
CCCCN(C(=O)Cn1nnc2ccccc21)C(C(=O)NCCOC)c1ccc(OC)cc1OC (stereo not drawn) | -8 | -9 | 0 | -3 | -11 | 99 | -0.6 | 21 | -3 | -21 | -10
CCCCC[C@H](O)/C=C/[C@@H]1[C@@H](CCCCCCC(=O)O)[C@@H](O)C[C@H]1O | 10 | 23 | 0 | / | -7 | 116 | -0.4 | -9 | -6 | 23 | -1
COc1cc(-c2nc3ccccn3c2/N=C/c2cccc(OC)c2O)ccc1O | 5 | 287 | -10 | -2 | 5 | 94 | -2.6 | -4 | 2 | 4 | -8
COc1ccccc1C(CNC(=O)C1COc2ccccc2O1)N1CCCC1 (stereo not drawn) | 1 | 7 | -11 | 0 | -11 | 103 | -0.2 | 2 | 9 | -2 | -6
CC1CC(C)CN(C(=O)/C=C/c2ccc(S(=O)(=O)N3CCOCC3)cc2)C1 (stereo not drawn) | -9 | 2 | -4 | -1 | -9 | 101 | 0.4 | 10 | -3 | -10 | -11
COc1ccccc1OCC(=O)Nc1ccc(N2CCOCC2)cc1N1CCOCC1 | 3 | -2 | -6 | 4 | 18 | / | 0.8 | 23 | -16 | -23 | -10
O=P(NCc1ccccc1)(OCc1ccccc1)OCc1ccccc1 | 2 | / | -6 | -2 | 6 | 106 | -0.2 | -13 | -25 | 13 | -15
O=C(CCc1nc(-c2ccc(Cl)cc2)no1)NCc1ccccc1CN1CCOCC1 | 0 | -10 | -10 | 3 | -5 | 104 | -1.3 | 7 | 32 | -7 | -8
C=CCN1C(=O)C(CC(=O)Nc2ccccc2)N(Cc2ccccn2)C1=S (stereo not drawn) | -6 | 8 | 0 | / | -2 | 105 | 0.7 | -16 | 23 | 16 | -6
COc1cccc(-c2nc(N3CC(C)CC(C)C3)c3ccccc3n2)c1O (stereo not drawn) | -22 | / | 2 | 2 | -13 | 100 | 0.1 | -13 | 4 | 13 | -5
NC(=O)Cc1ccc(C(=O)c2ccccc2)s1 | 3 | 47 | -7 | 1 | -1 | 103 | 2.5 | -2 | 31 | 2 | 3
Cc1cc(Cl)ccc1NC(=O)C1COc2ccccc2O1 (stereo not drawn) | / | -3 | -10 | -4 | -10 | 133 | -0.2 | -10 | 5 | 10 | 6
CC(=O)Nc1ccc(S(=O)(=O)Nc2nc3ccccc3s2)cc1 | -3 | -18 | -4 | 0 | 5 | 101 | -0.1 | -18 | 21 | 18 | -4
Cc1cccc(CN2CCN(C(=O)CN(C)C(C)C(=O)Nc3ccc(C(N)=O)cc3)CC2)c1 (stereo not drawn) | -5 | -5 | -5 | 2 | 9 | 86 | 1.5 | -1 | 1 | 1 | -9
CC(=O)c1cc(-c2ccc(F)cc2)n(CC(=O)NCc2cccs2)c1C | 5 | 112 | -9 | -1 | -8 | 113 | -0.3 | 24 | 5 | -24 | 4
CC1(C)Oc2ccc3ccc(=O)oc3c2C[C@H]1O | 18 | 22 | -15 | / | -15 | 103 | -0.9 | -22 | -7 | 22 | 2
CC(=O)Nc1ccc(SCC(=O)OCC(=O)NC(=O)NCc2ccco2)cc1 | / | 2 | -9 | 1 | -2 | 108 | -1.4 | -10 | 0 | 10 | -4
O=C(CSCc1nc2c(nnn2Cc2ccc(F)cc2)c(=O)[nH]1)Nc1cccc(C(F)(F)F)c1 | -8 | 136 | -3 | -3 | 0 | 113 | -3.7 | 28 | 6 | -28 | -19
O=C(Nc1ccccc1N1CCOCC1)c1cc(Br)c(Br)s1 | 1 | 760* | 6 | 45 | -6 | 108 | 1.2 | 7 | 7 | -7 | -8
CNC(=O)[C@@H]1CCC(=O)N1 | 2 | -14 | -2 | / | -6 | 107 | -0.2 | -14 | 5 | 14 | 0
CCCn1cc(CN2CCCC(C(=O)c3cccc(OC(C)C)c3)C2)c(C)n1 (stereo not drawn) | -12 | 3 | -15 | 1 | 8 | 107 | 1.1 | 19 | 2 | -19 | -9
COc1ccc(C(=O)NCc2ccc3c(c2)cc(C)n3C)cc1OC | 4 | 215 | -2 | 4 | 3 | 109 | -3.5 | -7 | 35 | 7 | -2
Cc1ccccc1COc1ccc2oc(C)c(C(=O)O)c2c1 | 7 | -32 | 42* | -2 | 43* | 93 | -3.7 | / | 2 | / | -7
O=C1c2ccccc2C(=O)N1CCc1csc(-c2cccc(F)c2)n1 | 21 | 634 | 3 | -2 | -16 | 100 | -1.1 | -18 | 25 | 18 | -5
COc1ccc(C(=O)Nc2ccc(S(=O)(=O)Nc3onc(C)c3C)cc2)c(OC)c1 | -1 | 1 | -11 | -7 | -2 | 108 | 1.1 | 4 | 32 | -4 | 5
COCCNC(=O)C(c1cccc(OC)c1)N(Cc1cccs1)C(=O)Cn1nnc2ccccc21 (stereo not drawn) | 2 | -6 | -9 | 0 | -8 | 90 | 1.2 | -14 | 18 | 14 | -7
CCn1cc2nc(SCC(=O)Nc3ccccc3F)n(Cc3ccccc3)c(=O)c2n1 | 2 | 85 | -2 | -4 | -6 | 103 | -1.7 | 6 | -11 | -6 | -7
CC/C(=N\O)C(C)(C)/[N+]([O-])=C/c1ccc(Br)cc1 | -1 | -14 | 14 | -6 | -8 | 98 | 2.6 | -12 | 25 | 12 | -1
OCC[C@@H]1C[C@H](O)[C@@H](O)[C@]2(Cc3ccccc3CO2)O1 | -7 | -18 | -6 | / | 1 | 105 | -0.5 | -32 | 6 | 32 | -2
CCOC(=O)Cn1nc(C)c([N+](=O)[O-])c1C | -1 | 15 | -8 | 0 | -3 | 106 | 8.0 | -4 | 8 | 4 | -1
CNC(=O)COc1cccc(C(=O)NCc2ccccc2)c1 | -5 | 0 | 4 | -2 | 4 | 130 | 2.4 | 0 | 38 | 0 | -5
Cc1ccc(CSCCNC(=O)c2ccc(C)cc2)cc1 | 3 | 237 | -6 | 32 | 6 | 105 | 0.2 | 1 | 0 | -1 | 0
Cc1ccc(OCC(=O)NN=C2C3CC4CC(C3)CC2C4)cc1 | 4 | 6 | -1 | -6 | -3 | 94 | 0.5 | 9 | 0 | -9 | -10
CC1CCN(C(c2ccc(N(C)C)cc2)c2nnnn2C(C)(C)C)CC1 (stereo not drawn) | -4 | 3 | -8 | 22 | 12 | / | 0.5 | 2 | 3 | -2 | -8
O=C(Cc1coc2ccc3ccccc3c12)Nc1nccs1 | -25 | -16 | -5 | 40 | -4 | 95 | 0.8 | 6 | 10 | -6 | -8
CCNC(=O)CC1C(=O)N(c2ccc(F)cc2)C(=S)N1CCc1ccncc1 (stereo not drawn) | 0 | 3 | -9 | -4 | -5 | 114 | 0.5 | -2 | 43 | 2 | 4
COCCNS(=O)(=O)c1cc(Br)ccc1OC | 7 | -3 | 4 | 1 | 3 | 99 | -1.0 | -3 | 9 | 3 | 3
O=C(COC(=O)C1CC(=O)N(Cc2ccccc2)C1)Nc1ccccc1F (stereo not drawn) | -11 | 544* | -8 | 0 | 2 | 96 | -0.7 | -4 | -18 | 4 | 2
Cn1nnnc1SCC(=O)NCc1cc([N+](=O)[O-])ccc1O | -5 | -9 | 1 | -1 | -9 | 102 | -0.5 | 0 | 33 | 0 | 3
Cc1c(Cl)cnc(NC(=O)COC(=O)c2ccc(S(=O)(=O)NCc3ccco3)cc2)c1Cl | 1 | -13 | -2 | 5 | 0 | 99 | 1.5 | -4 | / | 4 | 0
O=C1Nc2cccnc2N(C(=O)CCl)c2ccccc21 | -40 | 37 | 9 | 12 | 1 | 97 | 0.2 | -2 | 26 | 2 | -5
Cc1ccc2nc(-c3ccc(NC(=O)c4ccco4)cc3)[nH]c2c1 | 70 | -4 | -6 | 1 | -3 | 100 | -0.5 | 50 | 29 | -50 | 43*
CCCOc1ccc(N2CC(C(=O)NC(C)C)CC2=O)cc1 (stereo not drawn) | / | -13 | -4 | 2 | 0 | 106 | 0.8 | -6 | 5 | 6 | 3
COC(C(=O)Nc1cccc(F)c1)c1ccccc1 (stereo not drawn) | 7 | -11 | 4 | -4 | -17 | 98 | 2.4 | 2 | -14 | -2 | -5
CCCCCCCCCC(=O)NNC(=O)c1c(O)c2ccccc2n(CC)c1=O | -16 | -14 | -2 | -3 | -2 | 102 | 1.2 | 22 | -14 | -22 | -8
CCOc1ccc(-n2cc(C(=O)Nc3cccc(OC)c3)c3cc(OC)c(OC)cc3c2=O)cc1 | -4 | 0 | 0 | -5 | -4 | 98 | 0.8 | 39 | 1 | -39 | 40*
O=C(O)c1ccccc1C1=Nc2ccc(O)cc2Oc2cc(O)ccc21 | -4 | 94 | -1 | 10 | -1 | 100 | -0.3 | -14 | -6 | 14 | -20
CCCc1cc(C(=O)NC2CCCN(Cc3ccccc3F)C2)no1 (stereo not drawn) | -3 | 3 | 0 | -1 | -12 | 108 | -0.1 | -14 | 3 | / | -4
CCCc1nc(SCC(=O)N2CCCC2)c2ccccc2n1 | / | 6 | 1 | 2 | -1 | 99 | 0.6 | -19 | 4 | 19 | -3

Molecules from the list above containing an aryl thioether with sulfur outside any ring:
SMILES | MITF TRPM1 HTS | Mot1-301 SUMO | PKA-R2B activ | NSD2 inh | PKA-R1A act | Pemphigus Ab inh | CDK5 inh | SR-BI HDL uptake | Arrestin-AP2 inh | SR-BI DiI-HDL act | dFosB activator
CC(=O)Nc1ccc(SCC(=O)OCC(=O)NC(=O)NCc2ccco2)cc1 | / | 2 | -9 | 1 | -2 | 108 | -1.4 | -10 | 0 | 10 | -4
CCn1cc2nc(SCC(=O)Nc3ccccc3F)n(Cc3ccccc3)c(=O)c2n1 | 2 | 85 | -2 | -4 | -6 | 103 | -1.7 | 6 | -11 | -6 | -7
Cn1nnnc1SCC(=O)NCc1cc([N+](=O)[O-])ccc1O | -5 | -9 | 1 | -1 | -9 | 102 | -0.5 | 0 | 33 | 0 | 3
CCCc1nc(SCC(=O)N2CCCC2)c2ccccc2n1 | / | 6 | 1 | 2 | -1 | 99 | 0.6 | -19 | 4 | 19 | -3

Source: PubChem
